# TNF necrop inh = TNF-alpha cell death inhibition in Jurkat FADD-/- cells | Jurkat FADD-/- TNF necroptosis rescue, ATP luminescence, 24 h; 0 = TNF only, 100 = no-TNF cells | activation (protection from cell death), % at 10 µM | actives 0.068% (n = 220,000) | AID 463075;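 active = activation, meaning protection from cell death, of at least 50% relative to plate controls; inactive = activation below 50%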;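 also: necroptosis triggered by 40 ng/mL TNF-alpha added together with compound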
# PPC-1+TRAIL kill = kills PPC-1 cancer cells in the presence of TRAIL | PPC-1 cells + TRAIL, ATPLite viability luminescence | cell killing (% activity), % at 4 µM | actives 0.41% (n = 220,000);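 active = cell killing above 50% in the first pass at 4 µM, then a duplicate retest at 5 µM averaging 50% or more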;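 also: plate controls were cells with TRAIL plus DMSO for no effect and medium-only wells lacking cells for full effect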
# EBV gp42 block = EBV gp42 inhibition; AID 1085; inhibition, % (tested at 21.74 µM); Q1HVG2; Fluorescence polarization binding assay, mP read-out; actives 0.42% (n = 220,000); in the data active = inhibition above about 50%
# Target sequence (Q1HVG2 whole entry, looked up): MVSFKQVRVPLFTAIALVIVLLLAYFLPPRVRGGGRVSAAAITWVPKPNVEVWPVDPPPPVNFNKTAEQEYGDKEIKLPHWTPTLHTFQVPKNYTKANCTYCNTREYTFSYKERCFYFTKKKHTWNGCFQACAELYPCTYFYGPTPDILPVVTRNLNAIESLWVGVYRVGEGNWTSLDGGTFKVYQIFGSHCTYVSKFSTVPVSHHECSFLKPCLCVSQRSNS
# TRPML3 agonist = activates the human TRPML3 channel | AID 1448 | actives 0.29% (n = 220,000) | activation, % at 3 µM | HEK293 TRPML3-YFP, Fluo-8 calcium fluorescence; 100% = the carbachol control signal;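 active = activation above its plate's cutoff, the mean activation of the plate's test wells plus 3 SD, cut at about 12% in these data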;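 also: 0% = DMSO only wells and 100% = carbachol wells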
# Target sequence (Q8TDD5 whole entry, looked up): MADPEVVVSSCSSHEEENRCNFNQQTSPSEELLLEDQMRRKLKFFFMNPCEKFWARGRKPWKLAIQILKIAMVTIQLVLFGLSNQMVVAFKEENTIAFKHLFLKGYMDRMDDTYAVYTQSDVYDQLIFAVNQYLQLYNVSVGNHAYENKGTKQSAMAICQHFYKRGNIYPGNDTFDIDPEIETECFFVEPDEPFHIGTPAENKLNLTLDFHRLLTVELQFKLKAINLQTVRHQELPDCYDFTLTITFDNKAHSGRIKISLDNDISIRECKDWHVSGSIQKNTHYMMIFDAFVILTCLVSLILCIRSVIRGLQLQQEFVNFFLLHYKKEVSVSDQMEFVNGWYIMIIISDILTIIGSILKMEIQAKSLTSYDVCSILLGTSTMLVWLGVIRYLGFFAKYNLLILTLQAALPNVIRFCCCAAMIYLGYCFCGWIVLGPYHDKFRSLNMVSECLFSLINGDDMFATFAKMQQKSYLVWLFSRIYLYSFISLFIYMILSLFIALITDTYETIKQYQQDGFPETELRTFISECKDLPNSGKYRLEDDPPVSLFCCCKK
#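 Material: HEK293 cells stably carrying human TRPML3-YFP; compound dosing: single dose, 3 µM final nominal compound, 0.3% DMSO final; incubation: 1-h 37 °C dye load, 5-s basal, 120-s post-compound reads; technique: Fluo-8 intracellular calcium fluorescence, excitation 470-495 nm, emission 515-575 nm; read-out basis: percent activation from peak-to-basal fluorescence ratio, scaled between DMSO and carbachol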
# CHOP inh = inhibitors of CHOP induction in ER stress response; CHO-K1 CHOP-promoter luciferase, tunicamycin-induced, 15-18 h; inhibition, % at 10 µM; actives 3.8% (n = 220,000); AID 2732;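 active = compounds that reduced the stress-induced luciferase reporter signal by more than about 70% of percent inhibition, limit read from the data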;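 also: 0% = tunicamycin plus vehicle and 100% = wells without tunicamycin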
# zfTRPN1 agonist = agonists of zebrafish TRPN1 channel; HEK293 zebrafish TRPN1-YFP, Fluo-8 calcium fluorescence; 100% = response to 87 µM carbachol; activation, % at 3 µM; actives 0.18% (n = 220,000); AID 1424;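 active = activation above its plate's cutoff, the mean activation of test wells on that plate plus 3 SD, cut at about 19% in these data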;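 also: 0% = DMSO alone and 100% = 87 µM carbachol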
#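 Material – zebrafish TRPN1-YFP in HEK293 cells · Doses – 3 µM single point · Schedule – dye 1 h 37 °C plus 30 min RT · Signal – Fluo-8 calcium fluorescence, excitation 470-495 nm, emission 515-575 nm · Read-out – % activation versus carbachol response · Control set – carbachol high, DMSO low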
# MDM2 E3 inh = Mdm2 E3 ligase (human) inhibition | signal enhancement, % at 5 µM | Q00987 | AID 1230 | actives 0.11% (n = 210,000) | cell-based MDM2 ubiquitination luciferase reporter, 2 h; 0 = plate control, 100 = twice control, blank-subtracted;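 active = signal enhancement of 30% or more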;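 also: luminescence tracks abundance of the self-degrading MDM2-luciferase fusion protein; higher signal means inhibition of MDM2 E3 ligase activity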
#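 Assay system: stable mammalian line carrying autodegrading MDM2–luciferase fusion reporter; amount: 2000 cells seeded into each well; buffer or medium: DMEM; benchmarks: plate control and blank wells; signal: luciferase luminescence; timing: 2 h compound exposure at 37 °C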
# p47phox inh = inhibitors of human p47phox binding; p47phox/p22phox peptide binding, fluorescence polarization, 2 h; inhibition, % at 24.7 µM; actives 0.53% (n = 220,000);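 active = inhibition above about 30%, limit read from the data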;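 also: 0% = p47phox with labelled peptide and 100% = labelled peptide alone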
# Runt-SMMHC FRET = Runt domain-CBFb-SMMHC interaction inhibition; AID 1434; Q01196+Q13951; actives 0.74% (n = 220,000); inhibition, % at 20 µM; Cerulean-Runt/Venus-CBFb-SMMHC FRET ratio 530/480, 1 h;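 active = mean inhibition across duplicate retests at 20 µM reaching about 50%, limit read from the data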;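 also: 0% = DMSO wells and 100% = wells with excess untagged CBFb-SMMHC; inhibitors lower the FRET ratio by blocking Runt binding to CBFb-SMMHC; some results filed as inactive read as strong as hits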
# An asterisk follows results filed as active; . = no result given; [ ] = remark or other dose. Compounds were not picked by outcome. About 5.9% of those tested had a hit in this group.
no.	Molecule	TNF necrop inh	PPC-1+TRAIL kill	EBV gp42 block	TRPML3 agonist	CHOP inh	zfTRPN1 agonist	MDM2 E3 inh	p47phox inh	Runt-SMMHC FRET
1	COC(=O)CCC(=O)c1oc2ccccc2c1N	-4.5	10	-6	0.6	52	-0.8	-22	-30	3
2	O=C(O)CSc1ccc(Oc2ccc(SCC(=O)O)cc2)cc1	0.8	.	3	1.2	4	1.2	-7	0	.
3	COc1ccc(OC)c(NC(=O)CCC(=O)N(Cc2ccc(OC)c(OC)c2)c2nccs2)c1	0.9	4	5	-0.7	6	-0.6	-15	-7	0
4	O=C(CN1CCN(S(=O)(=O)c2ccc3ccccc3c2)CC1)Nc1ccc2c(c1)CCC2	2.7	20	-22	0.5	56	0.1	-8	-16	1
5	CCOc1ccc(CCNC(=O)COC(=O)c2nc3nc(C)cc(C)n3n2)cc1OCC	-0.9	-4	5	0.8	-5	-1.1	-8	-6	1
6	CCC1CCCCN1C(=S)Nc1ccc(C(C)=O)cc1 (centres undefined)	1.3	9	-19	1.2	-4	-0.1	9	-13	2
7	CCOC(=O)C1CCN(Cc2ccc(OC)c(C)c2OC)CC1	4.8	16	-4	0.7	-11	-1.1	-7	-2	-80
8	Clc1ccc(CNc2ccc(CNc3ncn[nH]3)cc2)cc1	2.2	43	-10	0.2	-24	1.5	-11	-5	2
9	NC(N)=N/N=C/c1ccc(OCc2ccccc2)cc1	-25	-3	-8	0.1	-26	0.8	-11	-17	0
10	COc1cccc(NC(=O)c2cn(C)c(=O)c3cc(OC)c(OC)cc23)c1	-0.1	0	-19	0.5	4	1.0	-13	-6	-8
11	COc1cccc(C(=O)n2ccc(-c3cccs3)n2)c1	0.0	-11	-7	0.9	17	0.5	-13	-3	-1
12	COC(=O)c1ccc(CSc2nc3ccccc3c(=O)n2-c2cccc(OC)c2)o1	-2.7	4	-8	0.7	9	0.9	-10	-33	5
13	Cc1ccc(N2CCN(S(=O)(=O)N(C)C)CC2)cc1C	0.1	20	12	1.1	12	-0.1	1	13	-1
14	O=C(CN(C1CCCCC1)S(=O)(=O)c1ccc(Cl)cc1)NCc1cccnc1	-1.9	18	-10	-0.2	31	1.4	-11	-9	-3
15	COc1cc(C2C(C#N)=C(N)Oc3cc(N)ccc32)cc(OC)c1OC (centres undefined)	-13	9	-19	0.8	-26	0.2	-8	-21	81*
16	CCc1c(C)sc(NC(=O)c2cc(-c3cc(OC)ccc3OC)on2)c1C#N	0.6	9	-14	-0.2	86*	1.6	-14	-2	3
17	CC(C)(C)c1n[nH]c2c1CCCC2	1.0	18	-16	0.3	41	0.0	1	4	0
18	CC(C)c1ccccc1OCCCCCNCCO	3.5	3	-4	0.4	41	1.3	-5	-9	1
19	Cc1cc(NC(=O)Cn2nc3c(cc2=O)CCCC3)ccc1Br	-0.1	16	-7	0.0	22	0.1	0	-20	-3
20	COC(=O)[C@H](CCSC)NC(=O)Nc1ccc(S(N)(=O)=O)cc1	4.0	-3	-9	1.5	4	3.4	-12	19	-1
21	Oc1ccc(-c2nnc(SCC3CCCCC3)o2)cc1	-7.0	15	3	1.8	107*	-0.6	-20	2	0
22	COc1ccc(/C=C/c2nc3ccccc3n2C)cc1	-11	93*[5 µM]	4	-1.3	81*	-3.2	-75	0	-2
23	O=C(Nc1ccc(Cl)c(Cl)c1)Nc1ccc(N2CCCC2)c(S(=O)(=O)Nc2ccccc2Cl)c1	-2.1	12	-6	0.3	79*	-0.8	-11	-41	4
24	COc1ccc(-c2nn(CCC#N)cc2C=C(C#N)C#N)cc1	-0.2	-4	-11	0.6	7	0.9	-2	-3	-2
25	Cc1ccc(C)c(OCC(=O)Nc2ccc3c(c2)OCO3)c1	-2.4	-5	2	-0.8	57	0.0	-2	-10	-3
26	O=C(O/N=C1\CCCc2ccccc21)c1cccc(Cl)c1	-3.1	31	-17	0.9	24	-0.4	-3	3	-3
27	COc1ccccc1Nc1nc(N)nc(CSC(=S)N2CCCCC2C)n1 (centres undefined)	3.4	2	-48	-0.5	21	-0.8	-2	-25	0
28	COc1ccc(NC(=O)C2C3C=CC(C3)C2C(=O)NCc2ccccn2)c(OC)c1 (centres undefined)	0.0	6	-4	0.7	3	1.3	-2	-14	-4
29	CC(C)(C)[C@H]1C=C(C(=O)NC2CC2)O[C@@H](OCc2ccc(CO)cc2)C1	2.4	24	-11	-1.0	10	-1.9	.	-7	-8
30	CC(=O)Nc1cccc(N2C(=O)CC(Cc3ccccc3)C2=O)c1 (centres undefined)	2.0	8	-16	0.3	13	-0.7	2	-4	0
31	COCCN(Cc1ccccc1)C(=S)Nc1ccc(Cl)cc1	0.0	-16	-7	0.5	35	0.1	-11	-6	2
32	COc1ccc(CNC(=O)CN(C(=O)CCC(=O)Nc2ccccn2)c2cccc(C)c2)cc1	1.0	.	-26	0.5	16	-1.2	-2	-9	.
33	CC(C)(C)NC(=O)CSc1nnc(NC(=O)CCn2cnc3ccccc3c2=O)s1	-1.2	1	-18	0.2	-16	1.5	1	-11	-1
34	COC(=O)c1cc(NC(=O)Nc2ccccc2OC)cc(C(=O)OC)c1	0.9	27	-20	0.1	31	-0.4	-13	-8	-3
35	N#CCSc1nccc(/C=C/c2ccccc2)n1	-0.1	17	1	0.1	27	-0.1	-2	-5	1
36	CN1N=C(C(=O)Nc2ccc3c(c2)CCC3)CCC1=O	-1.1	19	-18	0.6	-6	1.4	-11	-1	2
37	O=C(NCCCN1CCOCC1)c1cccc(S(=O)(=O)Nc2cc(Cl)ccc2Cl)c1	1.0	1	2	0.3	-26	1.0	-1	-3	-2
38	CCOc1ccc(OCC)c(S(=O)(=O)NCc2ccc3c(c2)OCO3)c1	1.4	8	-23	.	-3	.	-14	66*	0
39	C/C(=N/O)c1ccc(N2C(=O)C3C4C=CC(C3C2=O)C2C3C(=O)N(c5ccc(/C(C)=N/O)cc5)C(=O)C3C42)cc1 (centres undefined)	0.4	4	-14	1.5	-2	0.1	-5	-6	-19
40	CC(=O)Nc1ccc2c(c1)N(C(C)=O)c1ccccc1CC2	-0.9	.	-8	0.1	-22	0.7	-10	-10	.
41	Cc1cc(C)n2ncc(C(=O)Nc3ccc4c(c3)OCO4)c2n1	-0.1	25	-11	-0.3	-22	-1.9	.	-10	0
42	COc1cccc(N2CC(C(=O)Nc3c(C)cccc3C)CC2=O)c1 (centres undefined)	-1.2	21	7	1.1	14	0.5	-13	-7	0
43	CC(C)c1ccc(NC(=O)CNC(=O)Cn2cnc3ccccc3c2=O)cc1	1.0	-5	0	0.8	19	1.8	-5	4	-2
44	c1ccc(CNc2ncnc3c2cnn3Cc2ccccc2)cc1	-4.4	10	-5	2.4	32	6.3	7	-8	1
45	CC(C)n1cc(C(=O)c2ccccc2O)cc(C#N)c1=O	0.4	12	-3	2.0	-2	-0.3	-11	-4	3
46	COc1cc(N)cc(NC(=O)c2ccncc2)c1	-2.0	11	-13	0.3	-3	0.9	-7	-7	-2
47	O=C(O)C1CCC(=O)N1C1c2ccccc2Oc2ccccc21 (centres undefined)	2.6	8	-18	0.8	-33	-1.0	-6	7	-1
48	COc1cccc(N/C(SCc2cccc([N+](=O)[O-])c2)=C(/C#N)C(=O)NCc2cccs2)c1	-5.4	5	-10	0.3	-6	1.1	-4	-2	3
49	CCC(C)C(NC(=O)OC(C)(C)C)C(=O)NC(C)C(N)=O (centres undefined)	-0.6	10	2	0.3	19	1.3	-3	-7	2
50	CN(c1ccccc1C(=O)Nc1ccc2c(c1)OCCO2)S(C)(=O)=O	-0.9	34	-12	0.5	8	-0.7	-2	-8	2
51	O=C(NCCCN=C1NS(=O)(=O)c2ccccc21)c1ccc(S(=O)(=O)N2CCCCC2)cc1	0.2	16	-22	0.4	-3	1.5	-10	-36	0

# 12 compounds out of the list, arranged by SMILES length, rising:
no.	Molecule	TNF necrop inh	PPC-1+TRAIL kill	EBV gp42 block	TRPML3 agonist	CHOP inh	zfTRPN1 agonist	MDM2 E3 inh	p47phox inh	Runt-SMMHC FRET
46	COc1cc(N)cc(NC(=O)c2ccncc2)c1	-2.0	11	-13	0.3	-3	0.9	-7	-7	-2
44	c1ccc(CNc2ncnc3c2cnn3Cc2ccccc2)cc1	-4.4	10	-5	2.4	32	6.3	7	-8	1
36	CN1N=C(C(=O)Nc2ccc3c(c2)CCC3)CCC1=O	-1.1	19	-18	0.6	-6	1.4	-11	-1	2
45	CC(C)n1cc(C(=O)c2ccccc2O)cc(C#N)c1=O	0.4	12	-3	2.0	-2	-0.3	-11	-4	3
47	O=C(O)C1CCC(=O)N1C1c2ccccc2Oc2ccccc21 (centres undefined)	2.6	8	-18	0.8	-33	-1.0	-6	7	-1
41	Cc1cc(C)n2ncc(C(=O)Nc3ccc4c(c3)OCO4)c2n1	-0.1	25	-11	-0.3	-22	-1.9	.	-10	0
42	COc1cccc(N2CC(C(=O)Nc3c(C)cccc3C)CC2=O)c1 (centres undefined)	-1.2	21	7	1.1	14	0.5	-13	-7	0
34	COC(=O)c1cc(NC(=O)Nc2ccccc2OC)cc(C(=O)OC)c1	0.9	27	-20	0.1	31	-0.4	-13	-8	-3
38	CCOc1ccc(OCC)c(S(=O)(=O)NCc2ccc3c(c2)OCO3)c1	1.4	8	-23	.	-3	.	-14	66*	0
33	CC(C)(C)NC(=O)CSc1nnc(NC(=O)CCn2cnc3ccccc3c2=O)s1	-1.2	1	-18	0.2	-16	1.5	1	-11	-1
32	COc1ccc(CNC(=O)CN(C(=O)CCC(=O)Nc2ccccn2)c2cccc(C)c2)cc1	1.0	.	-26	0.5	16	-1.2	-2	-9	.
51	O=C(NCCCN=C1NS(=O)(=O)c2ccccc21)c1ccc(S(=O)(=O)N2CCCCC2)cc1	0.2	16	-22	0.4	-3	1.5	-10	-36	0

# Screening results deposited in PubChem by several laboratories.
